From PubChem BioAssay
NPSR antagonist = neuropeptide S receptor (human) antagonism, cAMP; Q6W5P4; CHO-NPSR cells, cAMP TR-FRET, antagonist mode; Potency, µM (doses to about 38.3 µM), for inactives: at the highest dose activity change, negative = inhibition, most hits filed as inhibitors; 220,000 tested, 1% active; further: potency means the concentration at half of the fitted maximal effect; on the % scale 0 is the no-effect control and ±100 the full control effect; nearly all actives have a fitted effect of over 50% in size; many of its hits are not listed in these tables
Target sequence (Q6W5P4 whole entry, looked up): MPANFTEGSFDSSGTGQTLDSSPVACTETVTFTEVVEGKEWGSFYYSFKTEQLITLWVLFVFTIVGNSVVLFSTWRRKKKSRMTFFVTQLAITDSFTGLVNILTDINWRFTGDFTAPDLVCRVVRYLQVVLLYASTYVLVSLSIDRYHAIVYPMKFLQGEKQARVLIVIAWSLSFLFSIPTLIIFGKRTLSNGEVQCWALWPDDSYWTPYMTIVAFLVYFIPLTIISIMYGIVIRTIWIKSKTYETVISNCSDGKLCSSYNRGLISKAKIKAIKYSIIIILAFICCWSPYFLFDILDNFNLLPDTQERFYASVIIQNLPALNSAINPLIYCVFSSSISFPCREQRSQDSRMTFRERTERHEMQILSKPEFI
aGal spleen mod = inhibitors or activators of human alpha-galactosidase in spleen homogenate; human spleen homogenate, 4MU-alpha-Gal fluorescence, 40 min; Potency, µM (highest dose often 80 µM), for the others: at the highest dose activity change, negative = inhibition, most hits filed as inhibitors; 240,000 tested, 0.008% active;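 further: potency means the concentration at half of the fitted maximal effect; 0% = enzyme with vehicle and -100% = no enzyme basal signal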
Target sequence (P06280 32-429 limits assumed): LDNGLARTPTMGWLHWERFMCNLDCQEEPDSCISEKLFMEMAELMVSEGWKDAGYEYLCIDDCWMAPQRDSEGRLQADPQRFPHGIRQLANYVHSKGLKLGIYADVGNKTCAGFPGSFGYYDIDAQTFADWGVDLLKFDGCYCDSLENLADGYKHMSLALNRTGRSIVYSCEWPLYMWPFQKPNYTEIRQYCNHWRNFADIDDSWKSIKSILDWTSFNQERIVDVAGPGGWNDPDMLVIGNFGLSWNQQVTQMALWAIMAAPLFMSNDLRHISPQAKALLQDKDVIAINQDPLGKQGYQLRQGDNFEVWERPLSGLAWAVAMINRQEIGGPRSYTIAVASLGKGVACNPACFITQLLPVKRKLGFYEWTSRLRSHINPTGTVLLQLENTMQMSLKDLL
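Human spleen homogenate (1 ug) was the enzyme source, with 4-methylumbelliferyl-alpha-D-galactopyranoside (1 mM final) in pH 5.0 citrate buffer with 0.01% Tween-20. Compounds were titrated; after 40 min at 37C, NaOH/glycine stop, 4-MU fluorescence read; AC50 from Hill fits.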
CBFb-RUNX1 inh = CBF-beta/RUNX1 interaction disruption; Q01196+Q13951; AlphaScreen CBFb-His/RUNX1-biotin binding, biochemical; Potency, µM (doses to about 59.8 µM), inactives show top-dose activity, negative = inhibition, hits mostly inhibitors; 230,000 tested, under 10 active; AID 1477; further: % of control where 0% means no effect
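Interaction loss through any mechanism counts as activity. Pre-formed complex of His-CBF-beta and biotin-RUNX1 (30 nM apiece) is incubated with compound 15 min, then with 50 ng nickel and 50 ng streptavidin beads for 90 min before AlphaScreen detection.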
LMNA splice mod = changes lamin A minigene splicing in HeLa cells; Potency, µM (titrated, usually from 46.1 µM), inactives show at the highest dose ratio change, negative = inhibition, actives largely listed as inhibitors; AID 1487; 200,000 tested, 0.01% active; HeLa LMNA splicing GFP/RFP minigene ratio, 48 h; active means well fitted inhibition curve with a large enough effect in the signal ratio, with a control signal flat, not every such curve was filed as active; inconclusive means small, poorly fitted or top-dose-only effect, or effect the other way, or a change in a side signal; the % refers to the signal ratio; further: potency means the concentration at half of the fitted maximal effect; on the % scale 0 is the no-effect control and ±100 the full control effect
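S3 HeLa stable clones carrying a lamin A-EGFP splicing minigene plus DsRed2 were seeded at 600 cells/well in Opti-MEM with 2% FBS, pin-dosed and incubated 48 h at 37°C. Acumen cytometry (488 nm) gave the GFP/RFP total-intensity ratio.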
Luc counter = counter-screen: inhibitors of Kinase-Glo firefly luciferase; Kinase-Glo luciferase, ATP luminescence, 8 min; 200,000 tested, 0.28% active; AID 1379; Potency, µM (series often up to 38.3 µM), for the others: at the top dose activity change, negative = inhibition, actives largely listed as inhibitors; further: potency means the concentration at half of the fitted maximal effect; on the % scale 0 is the no-effect control and ±100 the full control effect; nearly all actives have a fitted effect of over 60% in size
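Inhibition of Kinase-Glo luciferase light generation was assessed at 10 uM ATP in pH 7.2 imidazole buffer, with luminescence measured after eight minutes at ambient temperature.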
Epigenetic reg = epigenetic control regulation, reporter derepression | Potency, µM (highest dose often 53.9 µM), for inactives: top-dose GFP activation, hits mostly activators | 280,000 tested, 0.2% active | murine LDR cells, GFP reporter derepression, 30 h; further: potency means the concentration at half of the fitted maximal effect; % of control where 0% means no effect; nearly all actives have a fitted effect of over 60% in size
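In this reporter-derepression format, murine cells bearing a silenced integrated CMV-GFP locus incubate with test compound (30 h, 37 C), then are washed and imaged; fluorescent objects of 20–120 um count as induced cells.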
IMPase Li cell = IMPase inhibition in cells with lithium potentiation; 210,000 tested, 0.35% active; Potency, µM (titrated, usually from 59.4 µM), for the others: top-dose activity, negative = IMPase inhibition, hits mostly inhibitors; CHO-M1 cells, IP1 TR-FRET (IP-One), carbachol + lithium;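 further: IP1 builds up when IMPase is blocked and the TR-FRET signal falls; potency means the concentration at half of the fitted maximal effect; plate controls were basal vehicle for no effect and high inhibitor control for full effect; nearly all actives have a fitted effect of over 50% in size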
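CHO cells stably expressing M1 receptor (2000/well) were cultured 16–30 h, then exposed to compounds with a small lithium addition for 30 min at 37C. IP1 was measured by TR-FRET competition; AC50 from Hill fits.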
Active calls of the source: *; ? = inconclusive; . = no result given; [ ] = remark or other dose. Unless noted, the call rests on the fitted dose curve; in most records, active means well fitted curve in the direction sought with a large enough effect; inconclusive means small, poorly fitted or top-dose-only effect, or another doubt; inactive means no such curve, though single readings can be large; an effect the other way counts as inactive or inconclusive. These rows are one share of the data; rates above refer to the full screens.

SMILES	NPSR antagonist	aGal spleen mod	CBFb-RUNX1 inh	LMNA splice mod	Luc counter	Epigenetic reg	IMPase Li cell
COc1cc(/C=N/n2cnnc2)ccc1OS(=O)(=O)c1ccccc1[N+](=O)[O-]	5%	-3%	-5%	9%	0%	-0.9%	12%
CCOC(=O)CSc1nc2sc(C(=O)O)c(C)c2c(=O)[nH]1	-2%[46.1 µM]	-5%	13%	-5%	3%	-0.9%	18%[38.3 µM]
Cc1ccnc(N/C=C(/NC(=O)c2ccccc2)C(=O)N/N=C\c2ccc(F)cc2)n1	-24%[46.1 µM]	-3%	1%	-2%	11%	2.8%	-2%[38.3 µM]
COC(=O)c1sc(NC(=O)C2CCCO2)c(C(=O)OC)c1C (centres undefined)	-17%[46.1 µM]	-4%	-1%	0%	3%	1.1%	6%[38.3 µM]
O=C(COC(=O)c1ccccc1O)Nc1cccnc1Cl	7%	1%	-24%	-17%	-3%	-0.9%	1%
CCc1nc(Cl)c(C#N)c2c1CSC(C)(C)C2	8%	-3%	2%	-5%	2%	-1.0%	13%
O=C(CN1CCN(CC(=O)Nc2ccccc2C(F)(F)F)CC1)Nc1ccccc1F	-3%[46.1 µM]	1%	9%	-15%	0%	0.0%	6%
COc1ccc(CC(=O)NNC(=O)COc2ccc3ccccc3c2)cc1	-4%	-5%	-2%	-1%	-1%	0.0%	?
CCOC(=O)CCSc1nc(-c2ccccc2)cc(C(F)(F)F)n1	-26%[46.1 µM]	-1%	?	-15%	-3%	-1.2%	5%
O=C(CSc1ccc(Br)cc1)Nc1ccccc1Oc1ccccc1	-2%	-1%	-5%	?	5%	0.0%	4%
CC(C)CCNC(=O)CC1Nc2c3ccccc3nc(=S)n2C1=O (centres undefined)	17%[46.1 µM]	-5%	4%	2%	4%	-1.0%	-22%[38.3 µM]
COCCOc1cc(-n2cccc2)c(Cl)cc1Cl	-5%	4%	2%	5%[9.22 µM]	1%	0.2%	8%

Given with values under each structure: 2 of the compounds above.
Sequence of screens – NPSR antagonist | aGal spleen mod | CBFb-RUNX1 inh | LMNA splice mod | Luc counter | Epigenetic reg | IMPase Li cell
COc1ccc(CC(=O)NNC(=O)COc2ccc3ccccc3c2)cc1
 : -4% | -5% | -2% | -1% | -1% | 0.0% | ?
CCOC(=O)CCSc1nc(-c2ccccc2)cc(C(F)(F)F)n1
 : -26%[46.1 µM] | -1% | ? | -15% | -3% | -1.2% | 5%

Other structures
SMILES	NPSR antagonist	aGal spleen mod	CBFb-RUNX1 inh	LMNA splice mod	Luc counter	Epigenetic reg	IMPase Li cell
CC(C)(C)N(Cc1ccccc1)C(=O)CSc1nnc(CNc2ccc(F)cc2)o1	?	-3%	-3%	?	12%	0.0%	0%[38.3 µM]
O=C(COc1ccccc1[N+](=O)[O-])N/N=C/c1ccccn1	6%	-1%	-27%	-8%	4%	-1.0%	-2%
O=C(NNc1ccc(Cl)cc1)c1c(F)cccc1Cl	13%	-6%	9%	?	.	2.1%	.
CCN1c2cccc3cccc(c23)S1(=O)=O	6%[46.1 µM]	6%	14%	-1%	-5%	1.0%	13%[38.3 µM]
O=C(NC1CCCc2ccccc21)c1cncc(Br)c1 (centres undefined)	-10%[46.1 µM]	-4%	3%	8%	2%	0.7%	29%[38.3 µM]
Clc1ccc(OCc2cc(-c3ccccc3)no2)c(Cl)c1	-14%[46.1 µM]	4%	?	-9%	-7%	-0.9%	11%
CCc1c(C)sc(NC(=O)C2CCCO2)c1C#N (centres undefined)	8%[46.1 µM]	2%	3%	-7%	0%	-1.0%	-3%
CCN(CC)C(=O)c1sc(N)c(C#N)c1C	-12%[46.1 µM]	10%	2%	2%	-2%	-0.9%	0%[38.3 µM]
COc1ccc(CN2CC(C(=O)NCCC3=CCCCC3)CC2=O)cc1 (centres undefined)	-21%[46.1 µM]	1%	-4%	-1%	-1%	?	5%[38.3 µM]
O=C(NCCCNc1ccc(C(F)(F)F)cc1[N+](=O)[O-])c1ccc(Cl)cc1	-24%[46.1 µM]	0%	-10%	?	.	-2.1%	.
CC1Cc2ccccc2N1C(=O)CCNS(=O)(=O)c1ccc2c(c1)CCC(=O)N2 (centres undefined)	-2%[46.1 µM]	-3%	-8%	1%	3%	0.7%	5%[38.3 µM]
C=CCn1c(C)cc(C(=O)CSc2nnc(-c3cccc(S(=O)(=O)N(CC)CC)c3)o2)c1C	-28%[46.1 µM]	0%	-1%	-17%	-1%	2.9%	31%[38.3 µM]

(more compounds)
SMILES	NPSR antagonist	aGal spleen mod	CBFb-RUNX1 inh	LMNA splice mod	Luc counter	Epigenetic reg	IMPase Li cell
O=C(NCc1nc2ccccc2[nH]1)C1=C[C@H](C2CC2)C[C@H](OCCCCO)O1	-24%	10%	7%	.	.	9.3%	4%
Cc1cccc(C)c1NC(=O)CSc1nnc(Cn2nnc(-c3ccccc3)n2)n1-c1ccccc1	?	-2%	-3%	?	-4%	-1.7%	6%[38.3 µM]
O=C(NCCCN1CCOCC1)c1sc2cc(F)ccc2c1Cl	3%	-9%	-9%	-3%[46 µM]	-1%	2.6%	-5%
CC(C)NC(=O)CCNS(=O)(=O)c1ccc(Br)cc1	-4%[46.1 µM]	6%	6%	4%	7%	-1.1%	-8%[38.3 µM]
O=C(O)CN(c1ccc(F)cc1)S(=O)(=O)c1ccc2c(c1)OCCO2	8%[46.1 µM]	-1%	-4%	1%	-2%	-2.0%	-10%[38.3 µM]
Cc1ccc(CSc2nc3c(c(N(C)C)n2)CCCC3)cc1	-23%[46.1 µM]	11%	?	?	2%	-1.1%	18%
COc1cc(-c2cc(C(=O)O)c3c(OC)c(OC)c(OC)cc3n2)ccc1O	-5%[46.1 µM]	-7%	9%	-6%	-1%	-1.7%	0%[38.3 µM]
NC(=O)CSc1nnc(-c2ccc(S(=O)(=O)N3CCCCC3)cc2)n1-c1ccccc1	-15%[46.1 µM]	-7%	0%	17%	1%	-3.3%	-4%[38.3 µM]
O=C(COC(=O)CNC(=O)c1ccc(Cl)cc1)Nc1ncc(C(F)(F)F)cc1Cl	11%	5%	-2%	-3%	0%	-3.2%	-4%
O=C(O)CCCC(=O)Nc1cccc(C(=O)Nc2ccccc2C(=O)O)c1	-16%	-4%	-5%	34%[46 µM]	1%	-0.7%	0%
CCNc1ncc2nc(-c3ccc(F)cc3)c(=O)n(Cc3ccc(F)cc3)c2n1	.	-3%	.	-1%	.	.	-9%
Cc1cc(NCCCN2CCOCC2)n2ncc(-c3ccc(Cl)cc3)c2n1	0%[46.1 µM]	8%	5%	0%	-4%	0.9%	8%[38.3 µM]

(list continues)
SMILES	NPSR antagonist	aGal spleen mod	CBFb-RUNX1 inh	LMNA splice mod	Luc counter	Epigenetic reg	IMPase Li cell
O=C(NCc1ccccc1Cl)C1CCC(CNc2nc(=S)[nH]c3ccccc23)CC1 (centres undefined)	-30%	10%	-1%	?	0%	13%	11%
Cc1cccn2c(=O)c3cc(C#N)c(=N)n(Cc4ccncc4)c3nc12	7%[46.1 µM]	4%	12%	-8%	1%	3.5%	1%
O=C1COc2ccc(N3C(=O)C=CC3=O)cc2N1	?	-4%	?	.	0%	-7.7%	38%[activator]
CCOC(=O)c1c(-c2ccccc2)csc1NC(=S)NC	-20%	9%	-18%	?	5%	-1.1%	-16%
C/C(CC(=O)NC1CCCCC1)=N\NC(=O)Cc1ccc(-c2ccccc2)cc1	16%	1%	6%	.	1%	-1.2%	2%
Cc1c(C(Nc2ccccn2)c2ccc(Cl)cc2)c(=O)n(-c2ccccc2)n1C (centres undefined)	-1%[46.1 µM]	2%	-6%	?	1%	0.7%	-6%[38.3 µM]
COC(=O)C1CC(=O)N(CCc2c[nH]c3ccccc23)C1 (centres undefined)	-15%[46.1 µM]	-10%	-5%	5%	-5%	-2.0%	32%[38.3 µM]
COc1cc(OC)c(OC)cc1CN1CCC(O)CC1	6%	25%	6%	.	.	0.0%	.
CC1(C)CC(=O)C(CC(=O)N2CCC(Cc3ccccc3)CC2)C(=O)C1	-1%	-7%	8%	-19%[46 µM]	1%	4.9%	5%
CC(C)N1CC(C(=O)Nc2ccccc2)CC1=O (centres undefined)	0%[46.1 µM]	7%	12%	-2%	0%	-1.2%	4%
Cc1ccc2nc(NNC(=O)c3ccc4c(c3)OCCO4)sc2c1	-6%	-15%	9%[2.36 µM]	?	-3%	0.3%	-3%
CN(C)CCCN(C(=O)COc1ccc(Cl)cc1)c1nc2c(F)cccc2s1	-21%	6%	1%	.	0%	-2.6%	0%

Next part:
SMILES	NPSR antagonist	aGal spleen mod	CBFb-RUNX1 inh	LMNA splice mod	Luc counter	Epigenetic reg	IMPase Li cell
COC(=O)CNc1nc(Cl)nc(Nc2ccc(Cl)cc2)n1	2%	-4%	3%	.	2%	-0.3%	0%
COc1cccc(NC(=O)NC2CCN(Cc3nnnn3Cc3ccc4c(c3)OCO4)CC2)c1	-32%	3%	12%	.	.	-1.1%	.
O=C(c1cccs1)N1CCN(Cc2nc3ccccc3c(=O)[nH]2)CC1	-17%[46.1 µM]	-6%	7%	4%	2%	3.7%	-7%[38.3 µM]
CC(=O)c1cccc(N2C(=O)Nc3ccccc3N2O)c1	19%	-14%	2%	.	-3%	2.4%	5%
N#C/C(=C/c1ccc(Br)s1)C(=O)NCCc1c[nH]c2ccccc12	-8%	-7%	-24%	-22%	0%	1.1%	3%
CN(C)S(=O)(=O)c1cccc(NC(=O)c2cncc(Br)c2)c1	8%	26%	-6%	-6%	-2%	0.0%	-3%
COc1cccc(NC(=O)CN2CCN(c3ccc(F)cc3)CC2)c1	-5%[46.1 µM]	6%	3%	7%	-2%	-1.0%	-2%[38.3 µM]
COC(=O)NC(NC(=S)Nc1cccc(C)c1)C(Cl)(Cl)Cl (centres undefined)	-11%	-4%	4%	-11%[46 µM]	-2%	1.7%	7%
COc1ccc(S(=O)(=O)N(C)C)cc1NCC(=O)Nc1ccc(Br)c(C)c1	-26%	1%	-5%	-8%[46 µM]	1%	-0.4%	7%
Cc1ccccc1Cn1nc(C)c(NC(=O)C(F)(F)F)c1C	4%	7%	6%	-3%	-1%	-1.0%	-3%
COc1cccc2c(=O)n(CC(=O)N3CCCCC3)ccc12	-4%[46.1 µM]	0%	6%	-9%	-1%	1.5%	16%[38.3 µM]
CN(C)S(=O)(=O)c1ccc(C(=O)NCC(C)(C)N2CCOCC2)cc1	6%	6%	15%	.	.	1.1%	.
O=C1Nc2ccccc2C1=Nc1ccc(-c2nnc3n2CCCCC3)cc1	-8%[46.1 µM]	-3%	0%	-5%	3%	0.0%	31%[38.3 µM]
CC(=O)Nc1ccc(S(=O)(=O)NCCSCc2ccccc2Cl)cc1	13%	7%	-2%	?	2%	1.5%	5%
